EPAC2 agonist = activates human EPAC2 exchange factor; EPAC2 activation, biochemical qHTS; response scale: 100% = 6.5 mM cAMP response; Potency, µM (doses to about 154 µM), without a hit: at the highest dose activation, usual class: activators; actives 0.079% (n = 360,000); further: potency means the concentration at half of the fitted maximal effect; nearly all actives have a fitted effect of over 50% in size
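Nucleotide exchange monitored as fluorescence drop when BODIPY-GDP leaves Rap1B. Reaction: 100 nM EPAC2, 250 nM RAP1B-BODIPY-GDP, 50 uM GDP, room temperature, kinetic read over 30 min. Activity expressed relative to 6.5 mM cAMP.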
D3 ag = agonists of human D3 dopamine receptor | P35462 | D3R DiscoveRx beta-arrestin cells, luminescence, 90 min | max activation, % | actives 0.58% (n = 410,000); in the data active means max activation above about 30%; further: 0% is about no effect; mostly tested at two doses, the higher about 12 µM
Target sequence (P35462 whole entry, looked up): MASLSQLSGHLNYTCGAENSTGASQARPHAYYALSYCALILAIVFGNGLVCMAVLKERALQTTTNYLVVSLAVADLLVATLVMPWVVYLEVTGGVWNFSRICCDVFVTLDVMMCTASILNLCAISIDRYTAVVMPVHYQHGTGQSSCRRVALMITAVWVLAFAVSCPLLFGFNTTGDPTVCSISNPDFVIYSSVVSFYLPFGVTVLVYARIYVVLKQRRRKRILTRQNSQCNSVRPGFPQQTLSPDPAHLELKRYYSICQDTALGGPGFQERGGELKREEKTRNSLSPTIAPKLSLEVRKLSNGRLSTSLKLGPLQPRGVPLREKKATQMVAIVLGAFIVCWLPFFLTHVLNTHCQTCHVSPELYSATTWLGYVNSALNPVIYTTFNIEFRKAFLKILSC
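Agonist-mode cell screen: cells plated at 1500/well and incubated overnight at 37 °C, then exposed to library compounds for 90 min at 37 °C. Detection reagent was added for 30–60 min at room temperature, and luminescence was read.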
aSyn rescue = inhibitors of alpha-synuclein toxicity in yeast | Yeast expressing alpha-synuclein, growth rescue, BacTiter-Glo, 24 h | Potency, µM (doses to about 46.1 µM), for inactives: at the top dose growth rescue (activation), usual class: activators | actives 0.14% (n = 370,000) | AID 652106; further: potency means the concentration at half of the fitted maximal effect; % of control where 0% means no effect; nearly all actives have a fitted effect of over 65% in size
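Galactose-induced alpha-syn yeast (OD600=0.02, raffinose-pregrown) + pinned cpd, 24 hr, 30 deg C; growth by BacTiter-Glo luminescence. Growth restoration scores as activation.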
EPAC2 antag = EPAC2 (human) antagonism; Q8WZA2; Potency, µM (highest dose often 114 µM), for the others: top-dose activity, negative = inhibition, usual class: inhibitors; actives 0.18% (n = 360,000); EPAC2 GEF exchange of Rap1B-BODIPY-GDP, fluorescence; AID 720708; further: potency means the concentration at half of the fitted maximal effect; on the % scale 0 is the no-effect control and ±100 the full control effect; nearly all actives have a fitted effect of over 45% in size; many of its hits are not listed in these tables
TDP-43 yeast inh = inhibitors of TDP-43 toxicity in yeast; AID 652104; Potency, µM (highest dose often 46.1 µM), for inactives: top-dose growth rescue (activation), usual class: activators; TDP-43 expressing yeast growth rescue, BacTiter-Glo, 24 h; actives 1.8% (n = 410,000); further: potency means the concentration at half of the fitted maximal effect; % of control where 0% means no effect; nearly all actives have a fitted effect of over 50% in size
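Cell-based yeast growth screen: TDP-43 expression induced in galactose, inoculum OD600=0.02 after raffinose pregrowth to mid-log. Read-out BacTiter-Glo luminescence at 24 hr, 30 deg C; inhibition of toxicity seen as signal increase.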
Abeta yeast res = A-beta toxicity reversal in yeast; yeast expressing A-beta42, growth rescue, OD600, 48 h; response scale: 0% DMSO, 100% iron-clioquinol control; Potency, µM (series often up to 46.1 µM), for inactives: top-dose growth rescue, actives largely listed as activators; actives 0.063% (n = 410,000); further: potency means the concentration at half of the fitted maximal effect; nearly all actives have a fitted effect of over 55% in size
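Yeast A-beta toxicity model in growth medium with pinned compounds, 48 h at 30 C; growth read as absorbance at 600 nm. Normalized to FeCl3/clioquinol equimolar mix (positive) and DMSO (negative).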
D3 antag = D3 dopamine receptor (human) antagonism | P35462 | D3R cells, DiscoveRx beta-arrestin luminescence, antagonist mode; active compounds read low | max response, negative = inhibition, % | actives 2.5% (n = 360,000) | AID 652054; in the data active means max response below about -50%; inconclusive means no clear call, values can overlap the other calls; further: on the % scale 0 is the no-effect control and ±100 the full control effect; mostly tested at two doses, the higher about 12 µM
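Cells expressing the human receptor were seeded at 1500 cells/well, incubated overnight at 37 degrees C in 5% CO2, then exposed to library compounds with dopamine controls for 90 minutes at 37 degrees C before luminescent detection.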
FUS suppressor = rescues growth of FUS-expressing yeast. actives 0.24% (n = 390,000). Potency, µM (series often up to 76.6 µM), for inactives: top-dose growth rescue (activation), usual class: activators. AID 1347120. S. cerevisiae FUS-expressing, growth rescue, OD600, 24 h;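 further: potency means the concentration at half of the fitted maximal effect; plate controls were DMSO vehicle for no effect and reference control for full effect; nearly all actives have a fitted effect of over 55% in size; some results filed as inactive show a strong effect at the top dose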
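Quantitative HTS measuring growth restoration of FUS-toxic yeast. Galactose-induced cells (OD 0.005) were exposed 24hr at 30C to compounds at several concentrations, then absorbance at 600 nm was recorded.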
* hit, by the source's call; ? = inconclusive; / = no result given; [ ] = another dose, or the depositor's remark. Unless noted, the call rests on the fitted dose curve; in most records, active means well fitted curve in the direction sought with a large enough effect; inconclusive means small, poorly fitted or top-dose-only effect, or another doubt; inactive means no such curve, though single readings can be large; an effect the other way counts as inactive or inconclusive.

SMILES	EPAC2 agonist	D3 ag	aSyn rescue	EPAC2 antag	TDP-43 yeast inh	Abeta yeast res	D3 antag	FUS suppressor
CCOC(=O)Nc1cc(Br)c2c(c1)OCCO2	7%	-17	-4%	8%	20%	15%	?	-11%
CCOC(=O)CSc1nc(C)c2ccccc2n1	-6%	-1	6%	-3%	-4%	1%	3	3%
Cc1ccc(S(=O)(=O)NCCc2csc(-c3ccc(Cl)cc3)n2)cc1	/	1	/	/	20µM*	?	/	33%
CC(C)c1nnc(SCC(=O)NC2CCCC2)n1C	-6%	5	1%	9%	-15%	3%	7	-8%
O=C(CCN1C(=O)/C(=C\c2ccccc2F)SC1=S)N1CCOCC1	3%	-5	11%	3%	11%	-3%	-18	-24%
O=C(CC(C(=O)O)c1ccc(Cl)cc1Cl)c1ccc(Cl)cc1 (stereo unspecified)	5%	10	0%	-15%	-24%	30%	0	-10%
CC1CCCCC1NC(=O)CSc1nc2ccccc2c(=O)n1Cc1ccco1 (stereo unspecified)	-16%	18	0%	4%	-18%	10%	-25	-18%
CCOC(=O)C(=Cc1ccc(-c2ccsc2C(=O)OC)o1)C(=O)OCC	18%	8	0%	-5%	9%	10%	-9	10%
O=C(CCN1C(=O)COc2ccccc21)NCc1ccco1	11%	-11	2%	8%	8%	6%	9	-27%
COc1cccc(NC(=O)C(=S)NC2CCCCC2)c1	23%	-6	-16%	9%	?	?	1	3%
COc1ccc(C(=O)N/C(=C\c2cn(C)c3ccccc23)C(=O)NCCCN2CCOCC2)cc1	1%	-1	4%	-11%	12%	-4%	2	13%
O=C(NCc1ccc2c(c1)OCO2)C1COc2ccccc2O1 (stereo unspecified)	3%	0	/	-6%	/	?	4	0%
Cc1cc(C)n(Cc2ccccc2Cl)n1	-3%	1	3%	10%	8%	17%	2	6%
O=C(Nc1ccccc1)Nc1ccccc1C(=O)NCCCN1CCOCC1	0%	2	-5%	1%	-7%	-10%	-23	18%
COc1ccc(CNC(=O)c2cc3sccc3n2Cc2ccc(F)cc2)cc1	/	-8	/	/	-5%	-14%	/	-30%
O=C(c1ccc(=O)[nH]c1)N1CCN(S(=O)(=O)c2ccc(Cl)cc2)CC1	-5%	-4	-5%	9%	-34%[inhibitor]	-14%	-10	14%
CN(C)/C=N/c1ncc(C(=O)c2ccc3ccccc3c2)s1	-6%	-3	6%	-8%	?	-20%	-8	27%
Cc1ccc2nc(NC(=O)CSc3nccn3Cc3ccccc3)sc2c1	/	-7	?	/	?	?	/	40%
Cc1cccc(NC(=O)CSc2nncn2C)c1	/	6	-6%	/	3%	-9%	/	-19%
O=c1[nH]cc(S(=O)(=O)N2CCOCC2)c(=O)[nH]1	5%	8	-1%	9%	-21%	-2%	15	19%
CCC(=O)N1Cc2cc(C(=O)NCC(F)(F)F)nc(-c3cccc(-c4cncnc4)c3)c2[C@H]1CCO	9%	-5	-2%	11%	-5%	-20%	-23	14%
C=CCC(CC=C)(CNC(=O)C(=O)Nc1ccc(C(=O)OCC)cc1)c1ccccc1	/	5	/	/	-6%	0%	/	13%
O=c1c2ccccc2ccc2ccc(P(=O)(O)O)cc12	3%	/	/	12%	/	3%	/	-25%
CCOc1ccc(CNC(=O)c2ccc(NC(=O)N3CCCCc4ccccc43)cc2)cc1OC	/	0	/	/	?	-8%	/	20%
O=C(NNc1ncnc2c1cnn2-c1ccccc1)c1ccccc1	/	-2	/	/	-2%	-7%	/	10%
Clc1ccc(SCCN2CCNCC2)cc1	2%	4	0%	10%	-5%	-10%	-1	-24%
COc1ccc(-n2c(C)nnc2SCC(=O)Nc2ccccc2F)cc1	2%	5	-5%	1%	-5%	6%	-2	-13%
Cc1cc(C)c(NC(=O)CSc2ccc3nnc(CCNC(=O)c4ccccc4)n3n2)c(C)c1	1%	-2	-5%	13%	-9%	-7%	-6	/
Cc1cc(=O)oc2cc(OCC(=O)NCCCN3CCOCC3)ccc12	11%	-4	-2%	5%	10%	16%	-10	-14%
Nc1cc(=O)[nH]c(SCCSc2ccc(F)cc2)n1	8%	1	3%	-4%	-5%	1%	-7	6%
Cc1cc2ccccc2n1CCNC(=O)c1ccc(Br)cc1	/	-23	/	/	28%	16%	/	1%
CCCn1c(SCC(=O)c2c(N)n(C3CC3)c(=O)[nH]c2=O)nc2cc(S(N)(=O)=O)ccc21	3%	0	9%	0%	4%	-19%	14	-29%
Cc1cc(O)c(C(c2ccccc2Cl)N2CCN(c3ccccc3)CC2)c(=O)n1Cc1ccco1 (stereo unspecified)	/	-14	/	/	7%	17%	/	7%
COCCn1c(C23CC4CC(CC(C4)C2)C3)n[nH]c1=S	-10%	3	2%	0%	?	?	-3	-19%
COc1cccc(C(=O)NNC(=O)Cc2cccs2)c1	9%	-2	2%	-13%	1%	7%	-3	1%
COc1ccc2c(-c3ccc(SC)cc3)c(-c3ccc(S(C)(=O)=O)cc3)sc2c1	9%	9	8%	1%	20%	4%	8	31%
CCC(C(=O)Nc1cc(Cl)ccc1OC)c1ccccc1 (stereo unspecified)	12%	-2	2%	?	19%	?	8	-16%
CCCn1cnc2c(N)c(C)c(C)cc21	2%	-6	4%	2%	28%	11%	-4	-1%
COc1ccc(C(NC(=O)N2CC(C)OC(C)C2)C(Cl)(Cl)Cl)cc1F (stereo unspecified)	3%	2	0%	0%	-5%	6%	22	-7%
COc1ccc(S(=O)(=O)N2CCOCC2)c2ccccc12	-3%	14	23%	?	15%	-16%	15	-20%

The closing 5 records of the section above lead into the next:
SMILES	EPAC2 agonist	D3 ag	aSyn rescue	EPAC2 antag	TDP-43 yeast inh	Abeta yeast res	D3 antag	FUS suppressor
COc1ccc2c(-c3ccc(SC)cc3)c(-c3ccc(S(C)(=O)=O)cc3)sc2c1	9%	9	8%	1%	20%	4%	8	31%
CCC(C(=O)Nc1cc(Cl)ccc1OC)c1ccccc1 (stereo unspecified)	12%	-2	2%	?	19%	?	8	-16%
CCCn1cnc2c(N)c(C)c(C)cc21	2%	-6	4%	2%	28%	11%	-4	-1%
COc1ccc(C(NC(=O)N2CC(C)OC(C)C2)C(Cl)(Cl)Cl)cc1F (stereo unspecified)	3%	2	0%	0%	-5%	6%	22	-7%
COc1ccc(S(=O)(=O)N2CCOCC2)c2ccccc12	-3%	14	23%	?	15%	-16%	15	-20%
Cc1nc(N2CCOCC2)c2c(C(=O)N3CCN(c4ccc(Cl)cc4)CC3)c(C)oc2n1	/	5	/	/	0%	5%	/	25%
CCOC(=O)c1oc2ccccc2c1NC(=O)CN1CCOCC1	0%	-1	6%	8%	0%	-28%	20	3%
COCCn1nnnc1C(c1ccc(C(F)(F)F)cc1)N1CCOCC1 (stereo unspecified)	2%	-4	1%	3%	3%	4%	2	2%
CC(=O)Nc1ccc(S(=O)(=O)N2CCC(C(=O)NCCc3ccc(Cl)cc3)CC2)cc1	0%	5	4%	-14%	-9%	-15%	1	10%
COc1ccc(S(=O)(=O)Nc2c(C(=O)O)[nH]c3ccccc23)cc1OC	-10%	4	4%	-2%	2%	4%	4	4%
CC(=O)N1CCc2c(sc3c2c(=O)n(-c2ccccc2)c(=O)n3Cc2ccccc2Cl)C1	-3%	2	0%	-8%	9%	11%	3	/
CN1CCN(c2ccc([N+](=O)[O-])cc2NC(=O)c2ccccc2Cl)CC1	6%	-2	5%	-11%	-20%	-18%	-5	30%
CC(=O)/C=C(\C)NCCNc1c(F)c(F)c(CO)c(F)c1F	4%	-12	0%	-4%	-10%	-18%	-2	-15%
COc1ccc2nc(N3C(=O)CNC3=S)sc2c1	0%	10	-4%	-2%	-33%[inhibitor]	-17%	-4	-22%
CCCCC(c1nnnn1Cc1ccco1)N1CCN(C(=O)c2ccco2)CC1 (stereo unspecified)	3%	-3	-13%	3%	-5%	8%	-9	-20%
CCN(CC)C(=O)CN(c1cc(Cl)ccc1OC)S(C)(=O)=O	10%	-17	-2%	2%	-18%	-16%	8	13%
CC(c1ccco1)N(C(=O)COc1ccccc1[N+](=O)[O-])c1ccccn1 (stereo unspecified)	2%	2	-3%	18%	-1%	4%[9.22 µM]	0	-52%[inhibitor]
Cc1cc(C(=O)NCCCc2ccccc2)no1	8%	10	-14%	17%	6%	23%	-5	15%
Cc1ccc(C)c(N2CCN(C(=O)c3cc(C)nc4c3c(C)nn4-c3cccc(F)c3)CC2)c1	/	9	/	/	2%[9.22 µM]	1%	/	12%
COC(=O)c1ccc(N2CCN(S(=O)(=O)c3c(C)cc(C)cc3C)CC2)c([N+](=O)[O-])c1	3%	0	12%	-4%	-3%	6%	-12	-4%
CCCC[C@H]1COCCS(=O)(=O)N1Cc1ccc(F)cc1	-5%	12	-1%	3%	-1%	0%	-24	15%
CC(N=Cc1c(O)c2ccccc2oc1=O)C(=O)O (stereo unspecified)	0%	9	7%	3%	-15%	2%	17	-12%

Laid out differently: results already given.
Cc1cc2ccccc2n1CCNC(=O)c1ccc(Br)cc1
  EPAC2 agonist: /; D3 ag: -23; aSyn rescue: /; EPAC2 antag: /; TDP-43 yeast inh: 28%; Abeta yeast res: 16%; D3 antag: /; FUS suppressor: 1%
CCCn1c(SCC(=O)c2c(N)n(C3CC3)c(=O)[nH]c2=O)nc2cc(S(N)(=O)=O)ccc21
  EPAC2 agonist: 3%; D3 ag: 0; aSyn rescue: 9%; EPAC2 antag: 0%; TDP-43 yeast inh: 4%; Abeta yeast res: -19%; D3 antag: 14; FUS suppressor: -29%

A draw from above in order of formula weight, lowest first:
SMILES	EPAC2 agonist	D3 ag	aSyn rescue	EPAC2 antag	TDP-43 yeast inh	Abeta yeast res	D3 antag	FUS suppressor
CC(N=Cc1c(O)c2ccccc2oc1=O)C(=O)O (stereo unspecified)	0%	9	7%	3%	-15%	2%	17	-12%
CN1CCN(c2ccc([N+](=O)[O-])cc2NC(=O)c2ccccc2Cl)CC1	6%	-2	5%	-11%	-20%	-18%	-5	30%
CC(=O)Nc1ccc(S(=O)(=O)N2CCC(C(=O)NCCc3ccc(Cl)cc3)CC2)cc1	0%	5	4%	-14%	-9%	-15%	1	10%

Screens deposited in PubChem by National Center for Advancing Translational Sciences (NCATS).

The list is partial; count on the stated rates, not on these rows.
